EPAC1 antagonist = EPAC1 (human) antagonism. EPAC1 GEF assay, Rap1b-BODIPY-GDP exchange fluorescence. Potency, µM (doses to about 115 µM), without a hit: at the top dose activity change, negative = inhibition, usual class: inhibitors. 0.14% of 360,000 active. AID 720709;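 note: potency is the fitted concentration of half-maximal effect; plate controls were vehicle for no effect and positive control for full effect; nearly all actives have a fitted effect of over 50% in size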
EPAC1 ag = activates human EPAC1 exchange factor. AID 720707. Potency, µM (titrated, usually from 154 µM), inactives show at the highest dose activation, most hits filed as activators. EPAC1 agonist qHTS, biochemical assay; response scale: 100% = response to 6.5 mM cAMP. 0.073% of 360,000 active. O95398; note: potency is the fitted concentration of half-maximal effect; nearly all actives have a fitted effect of over 60% in size
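Multi-concentration qHTS readout: loss of Rap1B-bound BODIPY-GDP fluorescence driven by 100 nM EPAC1 with excess GDP (50 uM), monitored kinetically at room temperature; agonist response expressed relative to 6.5 mM cAMP.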
IL-2 act = activators of IL-2; IL-2 activation reporter assay, cell-based qHTS; stimulated with anti-CD3/CD4/CD28 beads; in transgenic mouse T cells; activation, % (series mostly up to about 46 µM); 0.065% of 360,000 active; in the data active = activation above about 50%; inconclusive = mostly about 30% to 49%; note: 0% is about no effect
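Unstimulated transgenic mouse T cells; 60-min compound exposure; bead-based TCR/CD4/CD28 stimulation; 18 h culture, 37 degrees C; dual fluorescence (EGFP, DsRed) plate cytometry.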
FUS suppressor = suppressors of FUS proteinopathy in yeast. S. cerevisiae FUS-expressing, growth rescue, OD600, 24 h. 0.24% of 390,000 active. AID 1347120. Potency, µM (series often up to 76.6 µM), for inactives: at the top dose growth rescue (activation), most hits filed as activators;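 note: potency is the fitted concentration of half-maximal effect; plate controls were DMSO vehicle for no effect and reference control for full effect; nearly all actives have a fitted effect of over 55% in size; some results filed as inactive show a strong effect at the top dose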
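Yeast expressing FUS under galactose induction, OD 0.005 in 2% galactose medium; compounds in a dilution series, 24 h at 30C. Growth rescue by absorbance at 600 nm; CP55940 positive control, DMSO negative.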
PLK1 PBD block = blocks phosphopeptide binding to human PLK1 polo-box domain. P53350. Plk1 PBD binding of FITC phosphopeptide, fluorescence polarization. Potency, µM, for the others: max response, negative = inhibition, usual class: inhibitors. 2.8% of 360,000 active. AID 720504; note: potency is the fitted concentration of half-maximal effect; series mostly up to about 57 µM; % is set by controls: 0 for no effect and ±100 for the full control effect; nearly all actives have a fitted effect of over 65% in size
Target sequence (P53350 whole entry, looked up, the tested form may be a part): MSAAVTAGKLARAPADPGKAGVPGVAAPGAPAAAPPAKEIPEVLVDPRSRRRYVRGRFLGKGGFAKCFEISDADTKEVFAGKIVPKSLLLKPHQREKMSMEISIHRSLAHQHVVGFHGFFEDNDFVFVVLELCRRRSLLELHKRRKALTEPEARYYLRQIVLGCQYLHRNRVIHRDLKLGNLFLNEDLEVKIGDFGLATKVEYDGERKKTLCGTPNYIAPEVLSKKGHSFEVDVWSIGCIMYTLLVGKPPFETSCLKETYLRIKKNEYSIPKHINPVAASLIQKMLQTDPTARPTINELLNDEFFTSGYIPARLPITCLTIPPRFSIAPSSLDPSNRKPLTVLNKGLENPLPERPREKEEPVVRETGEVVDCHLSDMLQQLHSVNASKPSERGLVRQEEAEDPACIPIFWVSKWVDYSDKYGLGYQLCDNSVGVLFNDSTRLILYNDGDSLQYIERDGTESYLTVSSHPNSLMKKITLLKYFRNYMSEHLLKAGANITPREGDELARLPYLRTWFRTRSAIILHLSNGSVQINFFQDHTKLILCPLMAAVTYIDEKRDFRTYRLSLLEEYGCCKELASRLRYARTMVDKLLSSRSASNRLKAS
WRN helicase inh = blocks human WRN helicase | WRN helicase unwinding, fluorescent forked duplex, kinetic | Potency, µM (top dose mostly 114 µM), inactives show at the top dose activity change, negative = inhibition, hits mostly inhibitors | Q14191 | AID 651768 | 0.46% of 360,000 active; note: potency is the fitted concentration of half-maximal effect; % is set by controls: 0 for no effect and ±100 for the full control effect; nearly all actives have a fitted effect of over 55% in size
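WRN at 20 nM final was preincubated with compound for 15 min at room temperature; reaction started with 100 nM forked duplex oligonucleotide carrying fluorophore and quencher plus 2 mM ATP (final). Unwinding followed kinetically by red fluorescence (ex 525/em 598 nm).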
Abeta rescue = restores growth of yeast expressing A-beta42 peptide; Potency, µM (series often up to 46.1 µM), without a hit: top-dose growth rescue, most hits filed as activators; 0.063% of 410,000 active; yeast expressing A-beta42, growth rescue, OD600, 48 h; response scale: 0% DMSO, 100% iron-clioquinol control; note: potency is the fitted concentration of half-maximal effect; nearly all actives have a fitted effect of over 55% in size
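Yeast A-beta toxicity model in growth medium with pinned compounds, 48 h at 30 C; growth read as absorbance at 600 nm. Normalized to FeCl3/clioquinol equimolar mix (positive) and DMSO (negative).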
PI5P4Ka inh = PI5P4K alpha (human) kinase inhibition | max response, % | 1.2% of 330,000 active | PI5P4Kalpha enzyme, ADP-Glo luminescence, 60 min; hits give low values | P48426 | AID 652105; active = max response of -50% or lower; inconclusive = between -30% and -50%; inactive = -30% or higher; note: value at the top dose of about 77 µM; % is set by controls: 0 for no effect and ±100 for the full control effect
Target sequence (P48426 whole entry, looked up): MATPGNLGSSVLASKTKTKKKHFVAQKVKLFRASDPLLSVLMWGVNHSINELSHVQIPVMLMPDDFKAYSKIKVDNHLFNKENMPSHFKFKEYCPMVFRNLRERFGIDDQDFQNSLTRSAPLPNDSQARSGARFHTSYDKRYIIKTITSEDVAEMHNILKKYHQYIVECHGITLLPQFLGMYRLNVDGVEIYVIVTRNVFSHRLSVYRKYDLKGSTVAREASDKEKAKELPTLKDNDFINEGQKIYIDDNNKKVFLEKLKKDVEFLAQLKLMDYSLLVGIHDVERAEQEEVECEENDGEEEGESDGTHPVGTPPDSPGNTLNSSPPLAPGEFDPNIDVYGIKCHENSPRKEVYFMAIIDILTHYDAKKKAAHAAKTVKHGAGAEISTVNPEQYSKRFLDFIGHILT
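Human PI5P4Kalpha with substrate in 0.038 M HEPES pH 7.4, 0.28 mM EGTA, 0.1% CHAPS, 5% DMSO; reaction started with 5 microM ATP (final), 60 min at room temperature. ADP formed read by ADP-Glo luminescence.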
Starred values were filed as active, the others as inactive; ? = inconclusive; . = no result given; & = joins results of further samples; [ ] = remark or other dose. Unless noted, calls come from the whole dose curve; as a rule, active = well fitted curve in the direction sought with a large enough effect; inconclusive = small, poorly fitted or top-dose-only effect, or another doubt; inactive = no such curve, though single readings can be large; an effect the other way counts as inactive or inconclusive. Hits appear at their usual frequency, and some 4.1% of all compounds hit somewhere here.

No.	mol	EPAC1 antagonist	EPAC1 ag	IL-2 act	FUS suppressor
1	Cc1cc(NS(=O)(=O)c2ccc(Nc3nc(-c4sc(N)nc4C)cs3)cc2)no1	?	5%	0.0	3%
2	CC(C)(C)SCCNC(=O)/C=C/c1ccc([N+](=O)[O-])cc1	7%	-11%	-0.3	.
3	O=c1[nH]c(=O)c2cn[nH]c2[nH]1	2%	-5%	0.5	-23%
4	O=C(NCCc1ccccc1)c1ccccc1NS(=O)(=O)N1CCCC1	-16%	14%	-0.7	21%
5	O=C(CSc1cccs1)Nc1cccc2ccccc12	-12%	-3%	-1.4	22%
6	Cc1ccc(-c2ccc(=O)n(CC(=O)Nc3cccc(C(=O)N4CCN(C)CC4)c3)n2)cc1	3%	-4%	-3.6	21%
7	CC(C)N(Cc1cc2ccccc2[nH]c1=O)C(=O)C1CCCCC1	-7%	-6%	1.1	10%
8	Cc1ccccc1-c1nc(-c2ccc(NC(=O)c3ccc4c(c3)OCO4)cc2)no1	5%	-1%	-1.7	5%
9	COc1ccc(C(=O)Nc2cccc(/C=C/c3nc4ccccc4c(=O)[nH]3)c2)cc1	-24%	-1%	-0.8	11%
10	CCC(C)OC1OC(CO)C(O)C(O)C1NC(C)=O (stereo unspecified)	-10%	0%	0.1	21%
11	OCCN1CCN(CC(O)COc2ccc3ccccc3c2)CC1 (stereo unspecified)	-5%&-4%	-5%&0%	-0.6&2.4	29%&-4%
12	COc1ccc(OC)c(/C=N/NC(=O)c2cc[n+](CC(=O)c3ccccc3)cc2)c1	-9%	5%	0.4	27%
13	COc1ccc(NC(=O)Nc2ccc3c(c2)C(=O)N([C@H](C)CO)C[C@H](C)[C@@H](CN(C)C(=O)Nc2ccc4c(c2)OCO4)O3)cc1	-16%	8%	0.0	?
14	Cc1nn(C)cc1C=NCCOCc1ccccc1	10%	2%	0.1	1%
15	CCOC(=O)c1cnc(SCC(=O)Nc2nc(C)c(C)s2)nc1N	-3%	0%	-2.5	7%

No.	PLK1 PBD block	WRN helicase inh	Abeta rescue	PI5P4Ka inh
1	30µM*	25µM*	-8%	136
2	-7%	-13%	2%	-2
3	-10%	-1%	-16%	4
4	2%	-4%	7%	.
5	-3%	1%	24%	2
6	-3%	-11%	-16%	.
7	-13%	-2%	23%	3
8	-1%	-6%	-3%	-7
9	-3%	1%	24%	-1
10	0%	-14%	9%	2
11	-17%&-11%	?	-14%&-13%	6&12
12	-7%	-10%	0%	.
13	24µM*	-3%	7%	-4
14	-3%	6%	20%	0
15	-11%	3%	-14%	.

The last four entries of the part above come first, to join the parts.
No.	mol	EPAC1 antagonist	EPAC1 ag	IL-2 act	FUS suppressor
12	COc1ccc(OC)c(/C=N/NC(=O)c2cc[n+](CC(=O)c3ccccc3)cc2)c1	-9%	5%	0.4	27%
13	COc1ccc(NC(=O)Nc2ccc3c(c2)C(=O)N([C@H](C)CO)C[C@H](C)[C@@H](CN(C)C(=O)Nc2ccc4c(c2)OCO4)O3)cc1	-16%	8%	0.0	?
14	Cc1nn(C)cc1C=NCCOCc1ccccc1	10%	2%	0.1	1%
15	CCOC(=O)c1cnc(SCC(=O)Nc2nc(C)c(C)s2)nc1N	-3%	0%	-2.5	7%
16	COc1ccc(C2C(=O)c3ccccc3C2=O)cc1	-11%	-12%	0.6	-15%
17	Cc1nc2ccccc2n1C(C)c1nc2ccccc2n1CC(=O)c1ccsc1 (stereo unspecified)	-3%	7%	-0.5	-9%
18	Fc1cccc(/C=N/Nc2cc(N3CCOCC3)ncn2)c1	4%	-8%	0.3	-3%
19	O=C(COC(=O)CC1CC2CCC1C2)Nc1ccc(F)cc1Cl (stereo unspecified)	-22%	1%	-0.9	11%
20	CNC(=O)c1[nH]cnc1C(=O)Nc1ccc(OC)cc1	7%	3%	-0.6	-7%
21	COc1cc(OC)cc(-c2nnc(SCc3cccnc3)o2)c1	15%	11%	-1.0	-1%
22	CCN(CC(=O)Nc1c(F)cccc1F)C(=O)CNC(=O)c1ccc(Br)o1	14%	4%	-2.7	2%
23	Cc1ccc(C(=O)N2CCN(c3ccc(N4CCOCC4)nn3)CC2)cc1	3%	5%	-4.5	10%
24	O=C1c2ccccc2-c2nc3ncnn3c(-c3ccccc3Cl)c21	-3%	9%	-0.7	-16%
25	CCN1CCN(c2cc(C)c3cc(NC(=S)N4CCCC(C)C4)ccc3n2)CC1 (stereo unspecified)	-17%	4%	2.7	29%
26	Cc1cccc(NS(=O)(=O)c2cccc(C(=O)N3CCN(S(=O)(=O)c4ccccc4)CC3)c2)c1	-3%	3%	-3.6	23%
27	C#CCOc1ccccc1/C=C1/C(=O)ON=C1C	0%	9%	-0.7	-5%
28	CCOC(=O)N1CCN(C(=O)CSCc2ccc(C)cc2)CC1	-2%	3%	-0.2	?
29	COc1ccccc1NC(=O)CN1CCN(CC(=O)Nc2cc(C)ccc2OC)CC1	0%	2%	-0.7	-4%
30	Cc1ccc(NC(=O)C(c2ccccc2)N2CCN(CC(=O)NC3CC3)CC2)cc1Cl (stereo unspecified)	11%	21%	1.0	12%

No.	PLK1 PBD block	WRN helicase inh	Abeta rescue	PI5P4Ka inh
12	-7%	-10%	0%	.
13	24µM*	-3%	7%	-4
14	-3%	6%	20%	0
15	-11%	3%	-14%	.
16	-16%	2%	-21%	2
17	2%	3%	-5%	-4
18	-22%	8%	-7%	-18
19	-4%	6%	-7%	-2
20	2%	3%	20%	-1
21	-6%	-7%	-11%	.
22	-2%	6%	8%	18
23	-8%	0%	20%	-1
24	-2%	-5%	-4%	-2
25	-6%	-10%	-6%	-6
26	0%	12%	2%	-4
27	2.4µM*	?	-26%	?
28	-21%	-8%	-4%	5
29	3%	4%	-3%	4
30	-8%	-15%	8%	3

Compound profiles, as listed above:
C#CCOc1ccccc1/C=C1/C(=O)ON=C1C across the screens: EPAC1 antagonist = 0%; EPAC1 ag = 9%; IL-2 act = -0.7; FUS suppressor = -5%; PLK1 PBD block = 2.4µM*; WRN helicase inh = ?; Abeta rescue = -26%; PI5P4Ka inh = ?
O=C(COC(=O)CC1CC2CCC1C2)Nc1ccc(F)cc1Cl (stereo unspecified) across the screens: EPAC1 antagonist = -22%; EPAC1 ag = 1%; IL-2 act = -0.9; FUS suppressor = 11%; PLK1 PBD block = -4%; WRN helicase inh = 6%; Abeta rescue = -7%; PI5P4Ka inh = -2

Following part
No.	mol	EPAC1 antagonist	EPAC1 ag	IL-2 act	FUS suppressor
31	CCC(=O)OCc1c(C(F)(F)F)nn(C)c1Sc1ccc(Cl)cc1	-16%	-5%	0.2	-7%
32	Cc1cc(C)c(OCC(=O)NCCCn2nc(C)cc2C)c(C)c1	-12%	-12%	-0.2	21%
33	Cc1ccc(Nc2cc(C)nc(N3CCOCC3)n2)cc1	-20%	-6%	1.7	-4%
34	O=C(CSc1nnc(-c2ccccc2)n1C1CCCCC1)N1CCCC1	3%	-12%	-2.9	4%
35	O=C(NCc1n[nH]c(=S)n1-c1ccc(Cl)c(Cl)c1)c1ccc(S(=O)(=O)N2CCCCC2)cc1	-12%	-1%	0.3	21%
36	CCCCN(CCCC)S(=O)(=O)c1c(C)[nH]c(=O)[nH]c1=O	-6%	-7%	0.7	-11%
37	COc1ccc(NCc2nnc(SCC(=O)c3ccc(OC)cc3)o2)cc1	7%	5%	-3.9	?
38	C=CCc1c(C)nc2cc(-c3ccc(C)cc3)[nH]n2c1=O	-9%	8%	-0.7	8%
39	CCCCNC(=O)C[C@@H]1C[C@@]2(C(=O)OC)CCCCC=C2N(Cc2ccc3c(c2)OCO3)C1=O	-5%	1%	-0.1	?
40	CC(=O)NC(CC(=O)N(Cc1ccccc1)c1ccc(C)cc1)c1ccccc1 (stereo unspecified)	0%	-2%	-3.5	.
41	COCCn1c(SCc2ccc(OC)c(F)c2)nc2ccccc2c1=O	1%	11%	-2.7	38%
42	C=CCOC(=O)C1=C(C)NC(SCC(N)=O)=C(C#N)C1c1cccs1 (stereo unspecified)	-6%	-15%	-0.4	28%
43	O=C(OCc1nc2ccc(Cl)cc2n1CCO)c1ccccc1C(=O)c1ccccc1	12%	3%	-0.1	37%
44	COc1ccc(C(=O)NCCc2c[nH]c3ccccc23)cc1S(=O)(=O)N1CCOCC1	0%	0%	-1.1	12%
45	O=C(CC(=O)Nc1cccc(F)c1)Nc1cccc(F)c1	-14%	-8%	-0.3	-4%

No.	PLK1 PBD block	WRN helicase inh	Abeta rescue	PI5P4Ka inh
31	0%	-16%	1%	12
32	-4%	-3%	-5%	4
33	?	4%	-13%	-2
34	0%	-3%[57.1 µM]	13%	.
35	-11%	-9%	-5%	3
36	-7%	10%[57.1 µM]	-9%	0
37	-10%	-10%	15%	.
38	-10%	-6%	-10%	-20
39	0%	5%	-1%	0
40	6%	1%	8%	-4
41	6%	-7%	13%	15
42	-6%	-6%	-10%	2
43	1%	-31%[57.1 µM]	17%	2
44	-19%	2%	-4%	0
45	-23%	-1%	-7%	0

Other compounds
No.	mol	EPAC1 antagonist	EPAC1 ag	IL-2 act	FUS suppressor
46	Cc1ccc(OCC(=O)NCc2cccs2)c([N+](=O)[O-])n1	-10%	16%	-1.9	-4%
47	CCc1ccc(CN2CCC(n3nccc3NC(=O)c3cccc(F)c3)CC2)cc1	-7%	-1%	-0.7	11%
48	Cc1cccc2c(N=Nc3ccccc3)c(O)[nH]c12	53%[activator]	-119%[inhibitor]	257*	25%
49	Cc1ccc(S(=O)(=O)N(C)c2ccc(C(=O)NCC3CCCO3)cc2)cc1 (stereo unspecified)	-1%	11%	-0.2	14%

No.	PLK1 PBD block	WRN helicase inh	Abeta rescue	PI5P4Ka inh
46	-15%	-33%[57.1 µM]	-16%	-15
47	-2%	-9%	-4%	14
48	-9%	20%	1%	-1
49	-10%	-2%	-6%	0
